High-throughput results from PubChem.
TRPC4 potent = positive allosteric modulators of TRPC4, primary screen, cell-based, mouse TRPC4beta, HEK293 mu-opioid, Fluo-4 calcium; Short transient receptor potential channel 4 (Mus musculus), Q9QUQ5; DAMGO EC20, Fluo-4 Ca2+ flux; stronger effect = higher value; B-score at 10 µM; 0.42% of 310,000 active;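 active means B-score of calcium response area above 5 SD of library B-scores, with initial fluorescence ratio within 5 SD of library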;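 further: B-score of integrated fluorescence ratio over time as area under calcium response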
Target sequence (Q9QUQ5 whole entry, looked up): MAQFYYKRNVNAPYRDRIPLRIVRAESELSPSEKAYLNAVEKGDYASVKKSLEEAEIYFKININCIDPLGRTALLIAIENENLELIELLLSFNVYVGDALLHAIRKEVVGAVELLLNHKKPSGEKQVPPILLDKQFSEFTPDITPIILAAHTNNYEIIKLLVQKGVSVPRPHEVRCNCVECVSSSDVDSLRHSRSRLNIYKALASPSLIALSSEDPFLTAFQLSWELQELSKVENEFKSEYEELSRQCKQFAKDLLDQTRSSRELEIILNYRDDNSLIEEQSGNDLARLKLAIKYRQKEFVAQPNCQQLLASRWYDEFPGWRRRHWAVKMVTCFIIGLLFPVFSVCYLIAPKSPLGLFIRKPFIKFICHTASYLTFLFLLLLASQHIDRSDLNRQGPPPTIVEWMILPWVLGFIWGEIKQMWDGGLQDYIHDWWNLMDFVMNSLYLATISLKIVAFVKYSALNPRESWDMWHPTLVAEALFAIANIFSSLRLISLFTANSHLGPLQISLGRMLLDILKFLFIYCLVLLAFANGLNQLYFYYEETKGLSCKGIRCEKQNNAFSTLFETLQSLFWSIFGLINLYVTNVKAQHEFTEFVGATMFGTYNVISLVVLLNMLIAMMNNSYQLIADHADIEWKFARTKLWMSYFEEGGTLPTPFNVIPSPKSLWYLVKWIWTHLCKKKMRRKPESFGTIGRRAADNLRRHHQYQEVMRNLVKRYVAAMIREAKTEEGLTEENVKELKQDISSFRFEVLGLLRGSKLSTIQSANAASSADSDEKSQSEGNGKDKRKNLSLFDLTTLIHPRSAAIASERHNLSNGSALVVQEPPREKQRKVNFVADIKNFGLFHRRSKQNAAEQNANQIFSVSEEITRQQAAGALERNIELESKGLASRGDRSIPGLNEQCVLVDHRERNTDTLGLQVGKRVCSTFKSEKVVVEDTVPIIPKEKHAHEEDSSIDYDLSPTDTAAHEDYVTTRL
MrgX1 antagonist = antagonists of human MrgX1 receptor, primary screen, HEK293 cells, Fluo-4 calcium flux; Mas-related G-protein coupled receptor member X1 (Homo sapiens), Q96LB2; BAM8-22 antagonism; stronger effect = lower value; B-score at 10 µM; 1.3% of 310,000 active; AID 588676, 2011;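 active means calcium-response B-score plate-corrected more than 3 library SD below zero, starting fluorescence within 5 deviations, no agonist response on first addition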;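 further: peak minus trough fluorescence over baseline after final BAM8-22 challenge near maximal dose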
TRPC4 agonist = activators of mouse TRPC4 channel, primary screen, Fluo4 calcium, HEK293 TRPC4beta/mu-opioid cells. Short transient receptor potential channel 4 (Mus musculus), Q9QUQ5. B-score at 10 µM. Fluo4 calcium fluorescence; stronger effect = higher value. 0.49% of 310,000 active. AID 2237, 2010;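 active means B-score above 5 SD of library B-scores, and initial fluorescence ratio not above library mean plus 5 SD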;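 further: positive B-score marks a calcium rise read as TRPC4 activation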
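Incubation: 45 min room-temperature Fluo4 loading, 110 s read / System: HEK293 cells stably co-expressing mouse TRPC4beta and mu-opioid receptor / Signal: Fluo4 fluorescence, kinetic / Control set: buffer (low) and maximal DAMGO (high) / Measure: integrated baseline-normalised fluorescence ratio, converted to per-well B score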
PolyA inhibitor = polyadenylation inhibitors in yeast reporter cells, primary screen, luminescence, S. cerevisiae; calls only at 12 µM; S. cerevisiae SKY197-pL101 polyadenylation reporter, beta-gal luminescence; efflux-impaired pdr1/pdr3 knockout yeast; score 100 = 6 SD above DMSO; 0.02% of 300,000 active;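 active means lowest replicate activity score at least 50, where 100 means six control SD above control mean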;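 further: yeast exposed to compound for 9 h at 30 °C; higher score means more reporter readthrough which indicates perturbed polyadenylation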
TRPC6 act = mouse TRPC6 channel activators, primary screen, cell-based, HEK293, membrane potential dye; B-score at 10 µM; HEK293-TRPC6 membrane potential dye fluorescence; stronger effect = higher value; 0.13% of 310,000 active;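 active means B-score of the integrated fluorescence ratio above library mean plus 3 SD, and starting fluorescence ratio within library mean plus 5 SD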;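 further: higher score means more depolarization so channel activation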
TRPC4 inh = inhibitors of mouse TRPC4 channel, primary screen, Fluo4 calcium, HEK293 TRPC4beta/mu-opioid cells; DAMGO-evoked Fluo4 calcium flux; stronger effect = lower value; Short transient receptor potential channel 4 (Mus musculus), Q9QUQ5; 0.39% of 300,000 active; B-score at 10 µM; AID 2247, 2010;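 active means B-score over 3 SD under the library average, no early fluorescence shift, positive overall ratio signal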
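Material: HEK293 cells with stable TRPC4beta plus mu-opioid receptor expression; probe or stimulus: DAMGO in two steps, submaximal then maximal; technique: Fluo4 calcium fluorescence by kinetic imaging, 5 s 1 Hz baseline; measure: integrated fluorescence ratio relative to baseline, converted to per-well B score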
MrgX1 allo act = positive allosteric modulators of MrgX1, primary screen, HEK293 cells, Fluo-4 calcium flux. 0.63% of 310,000 active. AID 588675, 2011. B-score at 10 µM. FDSS; stronger effect = higher value;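 active means plate-corrected calcium response at least 3 library SD above typical, normal starting fluorescence, not activating the receptor alone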;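 further: compound read alongside a low EC10 to EC30 dose of BAM8-22 agonist; peak minus trough fluorescence over baseline measured at the second addition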
TRPC6 inhibitor = mouse TRPC6 channel inhibitors, primary screen, cell-based, HEK293, membrane potential dye; Short transient receptor potential channel 6 (Mus musculus), Q61143; ACh-evoked depolarization; stronger effect = lower value; B-score at 10 µM; 1.1% of 310,000 active;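 active means B-score under library mean minus 3 SD, initial fluorescence not abnormally high, positive integrated signal ratio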;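 further: B-score derived from integrated fluorescence ratio over the kinetic read; more negative B-score means stronger inhibition of depolarization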
AI-2 QS mod = Vibrio harveyi AI-2 quorum sensing modulators, primary screen, JMH597 strain, luminescence/OD600 ratio; Vibrio harveyi JMH597 AI-2 luminescence/OD600 ratio, 9 h; stronger effect = lower value; strain lacks LuxN and CqsS sensors; 0 = neutral-control median; activity change, % at 7.5 µM; 0.4% of 300,000 active; in the data active means activity change below about -75%, passing the limit was not always enough;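 further: luminescence divided by OD600 gain over 9 h not by final OD600 alone; inactives centre near 13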
MrgX1 ag = agonists of human MrgX1 receptor, primary screen, HEK293 cells, Fluo-4 calcium flux; Mas-related G-protein coupled receptor member X1 (Homo sapiens), Q96LB2; B-score at 10 µM; AID 588627, 2011; 0.44% of 310,000 active; Fluo-4 calcium fluorescence, agonist mode; stronger effect = higher value;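 active means calcium response B-score plate-corrected fluorescence ratio at least 3 library SD, with starting fluorescence B-score inside 5 SD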
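Material: HEK293 cells stably expressing human MrgX1 receptor | Quantity: 15,000 cells per well | Times: Cells plated overnight, dye loaded 0.5 h 37 °C, 0.5 h room temperature | Measured by: Kinetic Fluo-4 NW fluorescence of intracellular calcium | Control set: Positive and negative controls per plate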
HIF activator = HIF pathway transcriptional activators, primary screen, cell-based, U2OS HRE-luciferase, luminescence | 0.32% of 300,000 active | activation, % at 7.5 µM (by protocol) | U2OS HRE-luciferase reporter; normalized: DMSO 0%, desferrioxamine 100%;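 active means mean activation of at least 10% of the iron chelator positive control signal, with at least half of replicates also reaching 10%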
* marks the source's active call; other numbers are inactive results; i = inactive; . = no result given. The list is partial; count on the stated rates, not on these rows.

Structure	TRPC4 potent	MrgX1 antagonist	TRPC4 agonist	PolyA inhibitor	TRPC6 act	TRPC4 inh	MrgX1 allo act	TRPC6 inhibitor	AI-2 QS mod	MrgX1 ag	HIF activator
O=C(N/N=C/C1CC2CCC1C2)C1CC1 (stereo not given)	i	i	i	i	i	i	i	i	14.0	i	-0.2
CCN1CCN(C(=O)C2CCC(=O)N(CCCN3CCCC3=O)C2)CC1 (stereo not given)	i	i	i	i	i	i	i	i	9.2	i	-0.4
CCc1nc(SCC(=O)Nc2ccc3c(c2)OCCO3)c2oc3ccccc3c2n1	i	i	i	i	i	i	i	i	12.4	i	0.0
CC(C)OP(=O)(c1ccc(N(C)C)cc1)C(Nc1ccccc1)c1ccccc1 (stereo not given)	i	i	i	i	i	i	i	i	18.1	i	0.2
O=C(CN1CCN(c2ccc(Cl)cc2)CC1)NCc1cccs1	i	i	i	i	i	i	i	i	20.0	i	0.2
Clc1ccc(/C=N/N2CCCCC2)cc1	i	i	i	i	i	i	i	i	10.9	i	1.2
Cc1nc(NC(=O)/C=C/c2ccc(Cl)cc2Cl)sc1C(=O)N(C)C	i	i	i	i	i	i	i	i	26.0	i	-0.1
CC1CCN(S(=O)(=O)c2ccc3c(c2)N(CC(=O)NCCCN2C(C)CCCC2C)C(=O)CO3)CC1 (stereo not given)	i	i	i	i	i	i	i	i	-3.1	i	-0.6
COc1cccc(C2C(C#N)=C(N)N(N(C)C)C3=C2C(=O)CC(C)(C)C3)c1OC (stereo not given)	i	i	i	i	i	i	i	i	6.7	i	-1.0
Cc1ccc(NCC(=O)Nc2cccc(S(=O)(=O)N(C)C)c2)c(Cl)c1	i	i	i	i	i	i	i	i	26.0	i	0.5
CC(C(=O)NC(N)=O)N1C(=O)NC(c2ccccc2)(c2ccccc2)C1=O (stereo not given)	i	i	i	i	i	i	i	i	14.4	i	0.0
COc1ccc(NC(=O)c2ccc(NCCN3C(=O)CCC3=O)c([N+](=O)[O-])c2)cc1	i	i	i	.	i	i	i	i	14.2	i	1.3
COc1ccc(/C=N/Nc2ccccn2)cc1OC	i	i	i	i	i	i	i	-5.83*	8.2	i	4.3
CC(/C=N/NC(=O)c1cccc([N+](=O)[O-])c1)=C\c1ccccc1	i	i	i	i	i	i	i	i	.	i	1.5
CCOC(=O)c1c(NC(=O)CC)sc2c1CCN(Cc1ccccc1)C2	i	i	i	.	i	i	i	i	1.8	i	-0.4
Cc1cc(Cl)c(OCCN2C(=O)NC(C)(C)C2=O)c(Br)c1	i	i	i	i	i	i	i	i	5.3	i	0.3
COc1cccc(/C=N/NC(=O)CO/N=C(\C)c2cccs2)c1OC	i	i	i	i	i	i	i	i	1.7	i	0.1
O=C(Nc1cccc(-c2cn3ccccc3n2)c1)C1CC1	i	i	i	i	i	i	i	i	10.1	i	37.3*
O=[N+]([O-])c1ccc(OCc2cnc(Cl)s2)c([N+](=O)[O-])c1	i	i	i	i	i	i	i	i	1.9	i	0.1
Cc1ccc(-c2nnc(Nc3ccc4c(c3)OCO4)c3ccccc23)cc1S(=O)(=O)NC(C)C	i	i	i	i	i	i	i	i	22.2	i	1.2
CCOc1ccc(NC(=O)CCC(=O)c2ccc(F)cc2)cc1	i	i	i	i	i	i	i	i	7.6	i	-0.3
CS(=O)(=O)N(Cc1ccc(C(=O)NCc2ccco2)cc1)c1ccccc1	i	i	i	i	i	i	i	i	20.6	i	0.2
COc1ccc(CN2C(=O)CSC2c2ccccn2)cc1 (stereo not given)	i	i	i	i	i	i	i	i	-2.0	i	-0.4
COc1ccc(C(C(=O)NC(C)(C)C)N(Cc2ccc(C)cc2)C(=O)CCC(=O)Nc2cc(C)on2)cc1 (stereo not given)	i	i	i	i	i	i	i	i	30.9	i	0.0
Cc1cc(N2CCC(C)CC2)nc2cccc(O)c12	i	i	i	i	i	-6*	i	-8.44*	23.6	i	1.5
Nn1cnnc1SCC(=O)Nc1ccc(C2CCCCC2)cc1	i	i	i	i	i	i	i	i	-6.1	i	0.7
CC(=O)N1c2ccccc2C(=O)C1N(C)c1ccc(C)cc1 (stereo not given)	i	i	i	i	i	i	i	i	21.3	i	-2.2
O=C(CN1CCOCC1)NNc1c2ccccc2nc2ccccc12	i	i	i	i	i	i	i	i	8.7	i	0.0
COCCCn1c(=O)c2sccc2n2c(CCCC(=O)NCC3CCCO3)nnc12 (stereo not given)	i	i	i	i	i	i	i	i	25.2	i	-0.6
Cc1ccc(NC(=O)OC(C)CNC(=O)Oc2cccc(C)c2)cc1 (stereo not given)	i	i	i	i	i	i	i	i	12.7	i	4.1

Structure	TRPC4 potent	MrgX1 antagonist	TRPC4 agonist	PolyA inhibitor	TRPC6 act	TRPC4 inh	MrgX1 allo act	TRPC6 inhibitor	AI-2 QS mod	MrgX1 ag	HIF activator
CN(CCc1ccccn1)C(=O)CCC1CCCN(Cc2ccccc2OC(F)F)C1 (stereo not given)	i	i	i	i	i	i	i	i	-20.5	i	-0.4
Cc1ccccc1-n1nnnc1SCc1csc(-c2ccccc2)n1	i	i	i	i	i	i	i	i	40.1	i	0.1
O=C(Nc1ncccn1)c1ccc([N+](=O)[O-])cc1[N+](=O)[O-]	i	i	i	i	i	i	i	i	36.7	i	-0.5
CCCCSCCCNC(=O)c1ccc(CS(=O)(=O)c2ccccc2OC)o1	i	i	i	i	i	i	i	i	2.5	i	0.7
COCCNC(=O)C(=O)NNC(=O)COc1ccc(OC)cc1	i	i	i	i	i	i	i	i	12.0	i	-0.6
CC(NC(=O)c1ccco1)c1ccc(-n2ccnc2)cc1 (stereo not given)	i	i	i	i	i	i	i	i	-7.0	i	-0.4
COc1ccc(S(=O)(=O)Nc2cccc(S(=O)(=O)N3CCCC3)c2)cc1OC	i	i	i	i	i	i	i	i	10.1	i	-0.9
CCCCn1c(N)c(-c2nc3ccccc3o2)c2c([N+](=O)[O-])nn(C)c(=O)c21	i	i	i	i	i	i	i	i	19.4	i	-0.5
CCOC(=O)C1=C(N)OC2=C(C(=O)CC(C)C2)C1c1cccnc1 (stereo not given)	i	i	i	i	i	i	i	i	4.3	i	-0.4
Cn1c(=O)n(CCO)c(=O)c2c1nc(Br)n2Cc1ccccc1	i	i	i	i	i	i	i	i	5.1	i	-1.6
O=C(c1nc2ccccc2[nH]1)c1ccccc1[N+](=O)[O-]	i	i	i	i	i	i	i	i	-12.8	i	3.9
Cc1ccc(C(=O)NNC2CC(=O)N(c3ccc4c(c3)OCCO4)C2=O)cc1 (stereo not given)	i	i	i	i	i	i	i	i	1.9	i	2.1
CSc1ccc(/C=C/C(=O)c2ccc(NC(=O)C(C)C)cc2)cc1	i	i	i	i	i	i	i	i	20.1	i	0.1
Cc1cccc(-n2c(-c3ccncc3)n[nH]c2=S)c1	i	i	i	i	i	i	i	i	21.1	i	-0.1
CCCOP(=O)(OCCC)c1nc(-c2ccccc2)oc1NCc1ccccc1	i	i	i	i	i	i	i	i	46.6	i	-0.9
CCN(CC)c1ccc(C2=NNC(=O)CC2C)cc1[N+](=O)[O-] (stereo not given)	i	i	i	i	i	i	i	i	6.4	i	-0.5
CCOC(=O)c1nn(-c2ccc(Cl)cc2)c2nc(CC)c(C#N)c(=O)n12	i	i	i	i	i	i	i	i	3.8	i	-0.6
CCc1nnc(NC(=O)CSc2nc(SC)ns2)s1	i	i	i	i	i	i	i	i	45.8	i	-0.5
CCn1c(SCC(=O)NC2CCCC2)nnc1C(C)NC(=O)c1ccccc1Br (stereo not given)	i	i	i	i	i	i	i	i	10.7	i	-0.1
COc1ccc2sc3ccccc3c(=O)c2c1OC	i	i	i	i	i	i	i	i	13.3	i	2.4
O=C(Cn1nnc(-c2ccccc2)n1)NNC(=O)c1ccccc1	i	i	i	i	i	i	i	i	2.7	i	-0.1
CCCn1c(=O)c(C(=O)OCC)c(O)c2cc(Br)ccc21	i	i	i	i	i	i	i	i	21.0	i	0.1
N#CCSc1nnc(Cc2cccc3ccccc23)n1C1CCCCC1	i	i	i	i	i	i	i	i	-6.0	i	-0.3
Cc1c(C(=O)Nc2ccncc2)oc2ccccc12	i	i	i	i	i	i	i	i	16.9	i	0.8
COc1ccc(Nc2ncnc3nc[nH]c23)cc1OC	i	i	i	i	i	i	i	i	-28.3	i	0.7
CCOCCCNC(=O)c1ccc(CS(=O)(=O)c2cccc(C(F)(F)F)c2)o1	i	i	i	i	i	i	i	i	39.0	i	-23.5
Cc1cccnc1NC(=O)c1ccc2c(c1)OCO2	i	i	i	i	i	i	i	i	2.9	i	1.9
Cc1cccc(NC(=S)NC(=O)c2cccs2)n1	i	i	i	i	i	i	i	i	29.9	i	3.2
Cc1cccc(/N=C/c2c(C)[nH]n(-c3ccccc3)c2=O)n1	i	i	i	i	i	i	i	i	28.2	i	-0.3
O=c1cc(CN2CCN(c3cccc(Cl)c3)CC2)c2cc3c(cc2o1)CCCC3	i	i	i	i	i	i	i	i	31.1	i	-0.6
